KDM5B inh – KDM5B demethylase inhibition. Q9UGL1. KDM5B demethylase, FDH-coupled NADH fluorescence (FDH is formaldehyde dehydrogenase). Potency, µM (top dose mostly 57.7 µM), for the others: top-dose activity change, negative = inhibition, actives largely listed as inhibitors. 2.6% of 220,000 active; active = well fitted inhibition curve with a large enough effect; inconclusive = small, poorly fitted or top-dose-only effect; inactive = no such curve, though single readings can be large or run the other way; note: 0% is about no effect; nearly all actives have a fitted effect of over 70% in size
Target sequence (Q9UGL1 whole entry, looked up): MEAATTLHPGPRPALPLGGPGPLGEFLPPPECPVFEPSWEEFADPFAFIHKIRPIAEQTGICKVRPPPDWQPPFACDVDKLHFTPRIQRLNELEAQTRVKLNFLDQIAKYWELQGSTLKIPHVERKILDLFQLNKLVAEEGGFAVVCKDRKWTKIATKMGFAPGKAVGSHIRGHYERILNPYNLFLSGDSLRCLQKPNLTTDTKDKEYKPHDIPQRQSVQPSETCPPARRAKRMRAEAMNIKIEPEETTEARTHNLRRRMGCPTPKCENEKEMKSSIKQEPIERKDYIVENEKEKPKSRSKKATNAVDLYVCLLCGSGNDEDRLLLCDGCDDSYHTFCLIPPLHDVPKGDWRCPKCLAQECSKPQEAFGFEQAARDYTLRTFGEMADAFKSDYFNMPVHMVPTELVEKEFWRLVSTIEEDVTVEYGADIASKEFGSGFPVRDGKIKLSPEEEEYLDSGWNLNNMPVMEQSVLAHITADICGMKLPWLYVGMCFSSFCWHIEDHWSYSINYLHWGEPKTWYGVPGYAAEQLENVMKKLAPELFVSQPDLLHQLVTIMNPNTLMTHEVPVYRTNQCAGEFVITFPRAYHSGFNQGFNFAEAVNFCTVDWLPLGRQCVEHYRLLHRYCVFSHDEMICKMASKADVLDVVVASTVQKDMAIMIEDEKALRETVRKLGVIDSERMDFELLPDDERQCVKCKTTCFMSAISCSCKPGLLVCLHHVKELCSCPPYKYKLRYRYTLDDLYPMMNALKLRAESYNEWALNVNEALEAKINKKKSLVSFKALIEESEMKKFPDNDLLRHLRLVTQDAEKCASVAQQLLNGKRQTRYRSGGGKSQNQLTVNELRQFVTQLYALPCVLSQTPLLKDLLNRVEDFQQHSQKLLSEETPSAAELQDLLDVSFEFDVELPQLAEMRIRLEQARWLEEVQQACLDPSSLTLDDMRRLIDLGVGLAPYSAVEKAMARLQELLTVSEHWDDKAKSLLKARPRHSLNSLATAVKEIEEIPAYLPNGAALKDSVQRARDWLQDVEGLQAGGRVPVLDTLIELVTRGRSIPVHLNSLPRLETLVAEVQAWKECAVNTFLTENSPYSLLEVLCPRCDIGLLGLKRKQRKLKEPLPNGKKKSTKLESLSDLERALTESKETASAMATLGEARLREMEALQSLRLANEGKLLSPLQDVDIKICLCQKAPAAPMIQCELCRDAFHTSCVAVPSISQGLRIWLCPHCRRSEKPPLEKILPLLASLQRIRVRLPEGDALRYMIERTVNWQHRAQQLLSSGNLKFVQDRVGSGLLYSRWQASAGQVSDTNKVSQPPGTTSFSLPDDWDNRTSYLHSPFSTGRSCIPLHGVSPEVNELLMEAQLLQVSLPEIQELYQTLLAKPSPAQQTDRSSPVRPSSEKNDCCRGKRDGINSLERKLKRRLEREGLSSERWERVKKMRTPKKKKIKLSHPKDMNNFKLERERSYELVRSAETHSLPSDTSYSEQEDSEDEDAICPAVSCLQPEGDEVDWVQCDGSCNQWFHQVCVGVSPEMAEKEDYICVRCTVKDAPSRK
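qHTS format, multiple compound concentrations. Buffer 50 mM HEPES pH 7.5/0.01% Tween-20; 200 nM KDM5BΔAP final; 10 min compound preincubation; substrate-mix levels 12.5 µM peptide, 25 µM α-KG, 0.25 mM NAD⁺; 30 min RT; ΔRFU.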
* hit, by the source's call; u = inconclusive; [ ] = another dose, or the depositor's remark. Potency is the fitted concentration of half-maximal effect.

mol,KDM5B inh
CCOC(=O)N1CCN(Cc2nc3c(c(=O)[nH]c(=O)n3C)n2Cc2ccc(F)cc2)CC1,12%
COc1ccc(-c2c(C(F)(F)F)oc3cc(OCC#N)ccc3c2=O)cc1,-14%
CN(C)c1ccc(CN2CCC(N3CCCCCC3=O)CC2)cc1,6%[86.2 µM]
COc1cccc(CNC2CCCc3nc(-c4cccnc4)ncc32)c1 (stereo not drawn),-17%
CN(Cc1ccccc1)C(=O)c1coc(CN2CCN(c3ccccc3F)CC2)n1,-13%
Cc1ccc(NC(=O)CCc2c(C)nn(-c3ccc(N4CCCC4)nn3)c2C)cc1,6%
CC(C)OCC(O)Cn1c(NCc2ccccc2)nc2c1c(=O)[nH]c(=O)n2C (stereo not drawn),13%
Cc1cc(C)cc(Nc2nc(N3CCOCC3)nc3c2cnn3-c2ccccc2)c1,-9%
COC(=O)[C@H](Cc1ccc(OC)cc1)NC(=O)[C@H]1CN(C(=O)c2ccc(N(C)C)cc2)CCN1C(=O)c1cccs1,9%
Cc1noc([C@H]2CCN(S(=O)(=O)c3c(C)noc3C)C[C@H]2NC(=O)C2CC2)n1,15%
CC(C)C(=O)N1CCc2[nH]nc(C(=O)NCCCc3ccccc3)c2C1,-7%
O=C(c1ccc(C2CCCNC2)cc1)N1CCCN(c2ccc(F)cc2)CC1 (stereo not drawn),31%
O=C(N[C@H]1CCOC[C@H]1C1CCOCC1)c1cc2ncccn2n1,u
Cn1nc(C2CCN(C(=O)Cn3nnnc3N)CC2)n(-c2ccccc2)c1=O,17%
CCC(=O)N1CCc2oc(C)c(C(=O)N(C)C)c2C1,-14%
CCc1cc(NCc2nc(-c3ccncc3)n[nH]2)n2nc(C)c(C)c2n1,-11%
O=C(CSc1n[nH]c(-c2ccccc2)n1)N1CCCCC1,-2%
COc1ccc(C(=O)NC2CCN(c3cnn(CC4CC4)c(=O)c3)CC2)cc1,1%
COc1cc(NC(=O)c2ccc(N3C(=O)C(C)CS3(=O)=O)cc2)cc(OC)c1OC (stereo not drawn),-24%
O=C(CCS(=O)(=O)c1ccc2c(c1)OCCO2)Nc1cccc(F)c1,4%
COc1ccc(-c2nc(C3CC3)nc3c2CCN(C(=O)c2ccc(C(F)(F)F)cc2)CC3)cc1,-11%[115 µM]
CC1=C(c2ccc(C)c(C)c2)S(=O)(=O)N(CC(=O)NCc2ccccc2)C1=O,u
Clc1ccc(-c2nc(CN3CCCC3c3ccsc3)co2)cc1 (stereo not drawn),7%
C=CCNC(=O)c1ccccc1NC(=O)C1CCC1,21%
CCC(C(=O)NCc1ccccc1OC)n1nc(C)n2c(cc3occc32)c1=O (stereo not drawn),4%
Cc1ccccc1-c1noc(CCCC(=O)N2CCn3nc(CO)cc3C2)n1,-12%
CCOc1ccc(-c2[nH]nc3c2C(c2c(F)cccc2Cl)C(C#N)=C(N)O3)cc1OC (stereo not drawn),-9%
CCc1nc(NC(=O)C[C@H]2NC(=O)c3ccccc3NC2=O)sc1C,1%
O=C(c1ccccc1)N1CCN(C(=O)c2nnn3c2COC(c2ccc(Cl)cc2)C3)CC1 (stereo not drawn),25%
Cc1cc(NC(=O)C2CC(=O)N(c3cccc(C)c3C)C2)no1 (stereo not drawn),21%
COc1ccc(-c2cc(C(F)(F)F)c(C#N)c(SCC(=O)Nc3ccc(F)cc3)n2)cc1,12%
Cc1ccc(CNC(=O)Cn2nc3n(c2=O)CCCCC3)cc1,4%
N#Cc1cccc(Oc2ccc(C3CCCCC3)cc2)c1C#N,20%
CCC1CCC(C(=O)NC(C(=O)Nc2cccc(OC)c2)C(C)C)CC1 (stereo not drawn),0%
COc1ccccc1NC(=O)Cn1c(=O)n(-c2cccc(C(C)=O)c2)c(=O)c2c3c(sc21)CN(C(C)=O)CC3,8%
CCc1ccc(NC(=O)Cn2ccn(-c3ccc(C)c(C)c3)c(=O)c2=O)cc1,-18%
COc1cccc(C(=O)N2CCC(Oc3ccc(C(=O)N4CCOCC4)cn3)CC2)c1,-9%
CCOC(=O)c1cccc(NC(=O)CSc2ncc3c(n2)-c2ccccc2N(C)S3(=O)=O)c1,-17%
CCOc1ccccc1N(C)C(=O)c1cc(S(=O)(=O)NCc2ccc(C)cc2)ccc1F,u
Cc1ccc(OCc2nc(CCN(C)C(=O)c3ccccc3C(F)(F)F)no2)cc1C,5%
COc1ccc(NC(=O)Cn2c(C)cc3nc4n(c(=O)c32)CCCCC4)cc1Cl,0%
COC(=O)c1ccc(C(=O)OC)c(NC(=O)c2cnn3c(C(F)F)cc(-c4ccc(C)cc4)nc23)c1,-20%
CNC(=O)[C@@H]1CN(C(=O)C2CC=CC2)C[C@H]1CO,31%
CC(=O)NC[C@H]1OC[C@@H](NCC(C)(C)C)[C@@H]1O,-1%[115 µM]
COc1cc(C(=O)NCc2coc(-c3cccs3)n2)ccc1C,u
CCC[C@H]1CN(C(=O)c2cccc(N3CCOCC3)c2)C[C@@H]1N,u
Cn1c(SCC(=O)NC2CCCC2)nnc1-c1cccs1,23%
C(#Cc1ccccc1)C[N+]1(CC#Cc2ccccc2)CCOCC1,25%
COc1ccc(NC(=O)c2ccc(-c3nc(CSc4ccc(C)cc4)c(C)o3)cc2)cc1Cl,u
CC(NC(=O)C(=O)c1cn(CC(=O)N2CCOCC2)c2ccccc12)c1ccccc1 (stereo not drawn),0%

Next part
mol,KDM5B inh
Cc1cccc(OCCCn2cnc3c2c(=O)n(C)c(=O)n3C)c1,-6%
CCOc1ccc(/C=C/c2nc(C#N)c(NCc3ccc(C)cc3)o2)cc1,-68%
CCN(CC)C(=O)Cn1c(=O)n(CCc2ccccc2)c(=O)c2ccccc21,-7%
COc1ccc(-c2[nH]ncc2C(=O)NCc2cccc(OC)c2)cc1,1%
CCOC(=O)c1c(C)[nH]c(CCC(=O)Nc2ccc(OC)c(OC)c2)c1C,-19%
Cc1ccccc1-n1nnnc1C(C)(C)NC1CCCCC1,20%
COCCNC(=O)c1noc(-c2ccc[nH]c2=O)n1,28µM*
CCOc1ccc(N(CC(=O)NCc2ccc(OC)cc2)C(=O)CCC(=O)Nc2nccs2)cc1,-4%
Cc1cc(F)ccc1-c1[nH]nc2ncc(-c3ccsc3)nc12,u
O=C(Cc1ccccc1)Nc1ccnn1C1CCN(Cc2ccc3cccc(F)c3n2)CC1,u

Next section:
structure,KDM5B inh
COc1ccc(CNC(=O)c2cnc(N3CCOCC3)c3ccccc23)cc1,u
Oc1ccc2ccccc2c1C=NCCSSCCN=Cc1c(O)ccc2ccccc12,u
CCOC(=O)Cc1c[nH]c(=S)[nH]c1=O,-3%
O=C(Nc1ccccc1C(=O)OCc1cc(=O)n2c3c(sc2n1)CCCC3)c1ccc(Cl)cc1,-17%
CCOc1ccccc1N(C(=O)CNC(=O)c1ccco1)C(C(=O)NC1CCCC1)c1ccncc1 (stereo not drawn),-18%
Cc1onc(-c2ccccc2)c1C(=O)OCCOc1ccc([N+](=O)[O-])cc1[N+](=O)[O-],18%
CCCN1CCc2[nH]cnc2C12CCN(C(=O)CC1C=CS(=O)(=O)C1)CC2 (stereo not drawn),u
COc1ccc(-c2nn(Cc3nc(-c4ccc(Br)cc4)no3)c(=O)c3ccccc23)cc1,-20%

Laid out differently: entries from further up
mol: CCOC(=O)Cc1c[nH]c(=S)[nH]c1=O
  KDM5B inh: -3%
mol: O=C(Nc1ccccc1C(=O)OCc1cc(=O)n2c3c(sc2n1)CCCC3)c1ccc(Cl)cc1
  KDM5B inh: -17%
mol: CCOc1ccccc1N(C(=O)CNC(=O)c1ccco1)C(C(=O)NC1CCCC1)c1ccncc1 (stereo not drawn)
  KDM5B inh: -18%
mol: Cc1onc(-c2ccccc2)c1C(=O)OCCOc1ccc([N+](=O)[O-])cc1[N+](=O)[O-]
  KDM5B inh: 18%

The listing continues.
structure,KDM5B inh
COc1cccc(-c2nn(-c3ccccc3)c(OC(C)=O)c2-c2ccc(NC(=O)C3CCCC3)cc2)c1,13µM*
Cc1cccc(-c2noc(-c3ccc(NC4CCCC4)c([N+](=O)[O-])c3)n2)c1,-14%
O=C([C@H]1C[C@H](Oc2ccccc2)CN1C(=O)c1ccco1)N1CCOCC1,-5%
CCC1c2ccsc2CCN1C(=O)C1CCN(S(=O)(=O)c2ccc(C(C)=O)cc2)CC1 (stereo not drawn),-16%
CCOC(=O)c1ccc(NC(=O)[C@@H](NC(N)=O)C(C)C)cc1,46%[activator]
COc1ccccc1-n1cc(CNC(=O)C(N)c2c(C)n[nH]c2C)cn1 (stereo not drawn),-30%
Cc1cnn(CC(=O)N[C@@H]2CN(C3CCOCC3)C[C@H]2CN(C)C)c1,-12%
Cc1cc2oc(C(=O)N(Cc3ccc(N(C)C)cc3)CC3CCCO3)c(C)c2cc1C (stereo not drawn),-24%
CCn1c(SCC(=O)c2ccc(Cl)s2)nnc1-c1ccccc1,5%
CC(C)C(=O)Nc1ccc2[nH]cc(C(C(=O)O)N3CCN(c4ccc(F)cc4)CC3)c2c1 (stereo not drawn),10%
Cc1cccc(Cn2nnc3c(=O)[nH]c(C4CCN(C(=O)c5ccccc5)CC4)nc32)c1,2%
Cc1noc(-c2cn(C3CCCN(C(=O)c4ccc(C)c(C)c4)C3)nn2)n1 (stereo not drawn),0%
c1ccc(-c2ccc3ncc(Nc4ccc(N5CCOCC5)cc4)n3n2)cc1,u
Cc1ccc(COC(=O)c2ccc(Cl)c(S(=O)(=O)N3CCCCC3)c2)cc1,-9%
C#CC1(O)C(C)CN(C)CC1C (stereo not drawn),10%
Cc1ccc(CCNC(=O)c2cc3c(s2)-c2c(C)cccc2OC3)cc1,u

4 entries drawn at random from those above:
structure,KDM5B inh
c1ccc(-c2ccc3ncc(Nc4ccc(N5CCOCC5)cc4)n3n2)cc1,u
C#CC1(O)C(C)CN(C)CC1C (stereo not drawn),10%
Cc1ccc(CCNC(=O)c2cc3c(s2)-c2c(C)cccc2OC3)cc1,u
Cc1ccc(COC(=O)c2ccc(Cl)c(S(=O)(=O)N3CCCCC3)c2)cc1,-9%

Further compounds follow.
structure,KDM5B inh
Cc1cccc2c1nc1n2[C@@H](CNC(=O)c2ccc3c(c2)OCO3)COC1,0%[86.2 µM]
CC(=O)Nc1ccc(NC(=S)NC(NC(=O)C(C)(C)C)C(Cl)(Cl)Cl)cc1 (stereo not drawn),10%
O=C(c1cnccn1)N1CCCCCC1c1nnc(-c2ccccc2)o1 (stereo not drawn),-25%
Cc1ccccc1CN1Cc2nc(N3CCCC3)ccc2OCC1=O,u
Cn1c(=O)c2c(nc(NCc3ccco3)n2Cc2ccccc2Cl)n(C)c1=O,14%
Cn1nc(C(=O)N2C[C@@H](CO)[C@H](c3ccccn3)C2)c2ccccc21,26%
Cc1cc(NC(=O)COc2ccccc2C(=O)c2cc(C#N)c(=O)n(C(C)C)c2)ccc1N1CCCC1,-3%
CC(C)N(CCNC(=O)c1cc(C2CC2)nc2ccccc12)C(C)C,u
CC1(C)Cc2c(C#N)c(N3CCN(C(=O)C(=O)N4CCOCC4)CC3)nc(-c3ccco3)c2CO1,u
Cc1ccc(N2CC(O)=C(c3nc4ccccc4s3)C2=N)cc1O,125%[activator]
CC1CCN(S(=O)(=O)c2ccc(-c3nc(C#N)c(NCCCN4CCOCC4)o3)cc2)CC1,-67%
CCCn1c(=O)n(CCC(=O)Nc2cc(C)cc(C)c2)c2ccccc21,-15%
COc1ccc(CN(C)C(=O)CSc2nnc(COc3ccc(Cl)cc3)n2C)cc1F,-3%
Cc1ccc(C)c(CS(=O)(=O)Cc2nc(CC(C)C)no2)c1,5%
N#Cc1cccc(S(=O)(=O)N2CCCCC2C(=O)N2CCCC2)c1 (stereo not drawn),27%
O=C(NCCCN1CCN(c2ccccc2)CC1)c1cc2c(s1)-c1ccccc1OC2,u
NCCCC(=O)N1CCC2(CC1)CN([S+](=O)([O-])c1ccccc1)CCO2,13%[115 µM]
Cc1cccc(C(=O)NCCc2noc(-c3cccnc3)n2)c1,23%
COc1ccc(-c2noc(-c3cccn3CC(=O)NCCc3ccccc3)n2)cc1F,-13%
COC(=O)[C@@H]1Cc2ncn(Cc3ccc(Cl)cc3)c2CN1C(=O)CC(C)(C)CC(=O)O,-25%
Cc1c(Cl)cccc1Nc1nn2c(=O)c3ccc(C(=O)NCCC4=CCCCC4)cc3nc2s1,u
CC1(C(=O)O)CCN([S+](=O)([O-])c2cc(C(F)(F)F)cc(C(F)(F)F)c2)CC1,-16%[115 µM]
COC(=O)c1ccc(Nc2cc(C)nc3ccc(OC)cc23)cc1,-28%
CCOC(=O)C(=O)Nc1ccc(C(=O)OC)cc1,23%
COc1ccc(C(CNC(=O)c2ccc(Br)s2)N2CCCC2)cc1 (stereo not drawn),17%
O=C(O)c1cccc(-c2n[nH]c3c2CC(=O)N(CCOc2ccccc2)C3)c1,-5%[86.2 µM]
COc1ccc(NC(=O)c2cccc3c2CCN3C(=O)Nc2ccc(F)cc2)c(C)c1,4%
COc1ccccc1NC(=O)C(C)OC(=O)c1nn(C)c(=O)c2ccccc12 (stereo not drawn),2%
CN(CCCNC(=O)c1cc2c(=O)n(C)c3ccccc3c2s1)Cc1ccccc1,u
CCN(C(=O)c1cccs1)c1ccccc1C,23%
CCCCC1CCC(C(=O)Oc2ccc(C=O)c(O)c2)CC1 (stereo not drawn),2%
CC(=O)N1CCC(N2CCOC[C@H]2c2ncc(C(C)(C)C)[nH]2)CC1,-9%[86.2 µM]
CC(C)c1cnc(-c2cccnc2)[nH]1,0%[230 µM]

Some of the compounds tested; rates above refer to the full screens.
